D2 potentiator: HTS Assay for Positive Allosteric Modulators of the Human D2 Dopamine Receptor: Primary Screen for Potentiators | hit rate 0.34% among 340,000 | D(2) dopamine receptor (Homo sapiens), P14416 | HEK293 T-REx D2, calcium flux, EC20 dopamine potentiation | potentiation, % at 10 µM | AID 485347, 2010;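 active = potentiation over 3 SD above the plate norm, cut at about 30% in these data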; also: 0% is about no effect
Target sequence (P14416 whole entry, looked up): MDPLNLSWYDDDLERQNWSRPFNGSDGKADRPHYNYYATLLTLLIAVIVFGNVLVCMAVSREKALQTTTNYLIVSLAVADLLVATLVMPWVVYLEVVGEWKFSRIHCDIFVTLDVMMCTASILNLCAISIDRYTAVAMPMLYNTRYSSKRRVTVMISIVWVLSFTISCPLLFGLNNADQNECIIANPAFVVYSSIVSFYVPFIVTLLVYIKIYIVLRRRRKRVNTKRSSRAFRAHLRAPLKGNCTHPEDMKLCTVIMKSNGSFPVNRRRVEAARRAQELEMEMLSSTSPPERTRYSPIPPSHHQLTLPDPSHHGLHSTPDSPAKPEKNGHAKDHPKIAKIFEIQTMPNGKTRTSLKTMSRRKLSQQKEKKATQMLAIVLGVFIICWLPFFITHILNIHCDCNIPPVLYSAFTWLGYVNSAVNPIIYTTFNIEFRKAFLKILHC
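Primary screen. Calcium kinetics in induced HEK293 T-REx D2 cells: compound pre-addition 180 s, EC20 dopamine, 180 s more.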
D1 antag: Antagonist of Human D 1 Dopamine Receptor: qHTS | HEK293 TREx D1 cells, calcium flux, dopamine EC80; active compounds read low | hit rate 3.2% among 360,000 | activity change, negative = inhibition, % at 10 µM | AID 504652, 2011; in the data active = activity change below about -30%; also: % is scaled to controls: 0 for no effect and ±100 for the full control effect
Target sequence (P21728 whole entry, looked up): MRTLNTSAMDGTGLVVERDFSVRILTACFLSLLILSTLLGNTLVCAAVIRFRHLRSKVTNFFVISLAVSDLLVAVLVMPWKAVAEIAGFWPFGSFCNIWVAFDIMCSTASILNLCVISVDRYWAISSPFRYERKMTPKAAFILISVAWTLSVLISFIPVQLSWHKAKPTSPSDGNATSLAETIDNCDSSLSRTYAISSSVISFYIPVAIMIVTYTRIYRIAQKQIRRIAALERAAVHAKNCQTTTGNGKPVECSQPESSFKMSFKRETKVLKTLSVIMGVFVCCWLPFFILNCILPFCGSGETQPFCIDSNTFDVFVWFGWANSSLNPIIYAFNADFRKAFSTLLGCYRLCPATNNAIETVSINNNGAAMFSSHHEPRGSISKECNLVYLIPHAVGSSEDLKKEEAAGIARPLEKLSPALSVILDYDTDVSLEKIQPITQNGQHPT
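HEK293 T-REx cells expressing inducible, force-coupled D1 receptor; no-wash Ca dye, 30–90 min RT. Cmpd → 180 s read at 1 Hz → EC80 DA → 180 s read.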
D1 PAM: Potentiators of Human D1 Dopamine Receptor: qHTS; AID 504651, 2011; potentiation, % at 10 µM; hit rate 0.036% among 360,000; HEK293 TREx D1 cells, calcium flux, dopamine EC20 potentiation; D(1A) dopamine receptor (Homo sapiens), P21728; in the data active = potentiation above about 30%; also: 0% is about no effect
D2 antagonist: HTS Assay for Allosteric Antagonists of the Human D2 Dopamine Receptor: Primary Screen for Antagonists | D(2) dopamine receptor (Homo sapiens), P14416 | HEK293 TREx D2 cells, calcium flux, dopamine EC80 | inhibition, % at 10 µM | hit rate 2% among 340,000; in the data active = inhibition above about 30%; also: 0% is about no effect
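HEK293 T-REx D2 cells, tet-induced, calcium dye no-wash. Cpd pintool add, 180 s kinetic, then EC80 DA, 180 s kinetic. Ca flux read.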
RXFP1 antag: qHTS Assay for Antagonists of the Relaxin Receptor RXFP1; Relaxin receptor 1 (Homo sapiens), Q9HBX9; HEK293-RXFP1, relaxin-stimulated cAMP HTRF, 30 min; active compounds read low; hit rate 0.59% among 350,000; activity change, negative = inhibition, % at 57.5 µM;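 active = activity change of -60% or lower, but not beyond a set lower limit; inconclusive = change between -60% and -40%, or beyond the set limit; inactive = change above -40%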; also: % is scaled to controls: 0 for no effect and ±100 for the full control effect
D2 agonist: HTS Assay for Allosteric Agonists of the Human D2 Dopamine Receptor: Primary Screen for Agonists; D(2) dopamine receptor (Homo sapiens), P14416; HEK293 T-REx D2 cells, calcium flux agonist mode; activation, % at 2 µM; hit rate 0.53% among 340,000; AID 485358, 2010;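 active = activation over 3 SD above normal in the single-dose calcium agonist read, cut at about 30% in these data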; also: 0% is about no effect
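Calcium-flux readout, 1 cycle/sec over 180 s following compound pin transfer, in inducible HEK293 Trex D2 cells (force-coupled); dopamine controls included. Positive calcium responses during this window marked compounds as potential agonists.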
RXFP1 agonist: qHTS Assay for Agonists of the Relaxin Receptor RXFP1. Potency, µM (series often up to 57.5 µM), for inactives: at the top dose activation, most hits filed as activators. HEK293T-RXFP1 cAMP TR-FRET, 30 min; response scale: percent of porcine relaxin response, buffer zero. AID 2676, 2010. hit rate 0.3% among 370,000; active = well fitted activation curve with a large enough effect; inconclusive = small, poorly fitted or top-dose-only effect; also: potency is read from the fitted curve at half-maximal effect; % is scaled to controls: 0 for no effect and ±100 for the full control effect; nearly all actives have a fitted effect of over 60% in size; many of its hits are not listed in these tables
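HEK293T cells stably expressing RXFP1 were pretreated with the PDE4 inhibitor Ro 20174, exposed to compounds for 30 min at 37C, lysed, and cAMP was read by TR-FRET. Data normalized to buffer (basal) and 29 nM porcine relaxin (100%).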
D1 ag: Allosteric Agonists of the Human D1 Dopamine Receptor: qHTS; D(1A) dopamine receptor (Homo sapiens), P21728; HEK293 T-REx D1 cells, calcium flux, agonist mode; activation, % at 2 µM; hit rate 1% among 360,000; AID 504660, 2011; in the data active = activation above about 30%; also: 0% is about no effect
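Agonism was scored from calcium flux recorded over 180 s (1 read/s) after pintool compound addition, following a 10-cycle baseline. Cells were inducible force-coupled HEK293 TREx D1, plated overnight at 30 C and loaded with no-wash calcium dye.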
TRHR PAM: qHTS for Small Molecule Agonists and Allosteric Enhancers of Human TRH Receptor: Primary Screen for Enhancers; AID 493056, 2011; hit rate 0.66% among 360,000; enhancement, % at 2 µM; TRHR cells, fluo-8 calcium fluorescence, EC20 TRH enhancement; in the data active = enhancement above about 30%; also: 0% is about no effect
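Enhancer read-out: after compound pinning and an initial kinetic agonist-mode read, an EC20 of TRH (10 nM final) was injected and fluo-8 calcium signal (Ex 480/Em 530) followed at 1 s/cycle for 100 cycles in TRHR-expressing cells.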
An asterisk follows results filed as active; ? = inconclusive; / = not tested or not shown; & = joins results of further samples. Some of the compounds tested (hit frequency here may not be typical).

SMILES	D2 potentiator	D1 antag	D1 PAM	D2 antagonist	RXFP1 antag	D2 agonist	RXFP1 agonist	D1 ag	TRHR PAM
CCOC(=O)c1cc(CC)sc1/N=C/c1c(O)ccc2ccccc12	5	-2	-5	6	-13	-1.1	1.3%	7	4
CCCCNC(=O)C1CCC(CNS(=O)(=O)c2ccc(NC(C)=O)cc2)CC1 (stereo not drawn)	-3&-4	-4&3	-2&-4	-22	5&-19	-1.1&1.3	2.6%&1.3%	2&2	-16&-2
COCCn1c(C)cc(C(=O)COC(=O)C2CC(=O)N(CCc3ccc(OC)c(OC)c3)C2)c1C (stereo not drawn)	5	6	1	-5	-4	0.2	1.1%	3	-1
COc1ccccc1CCNS(=O)(=O)CCNC(=O)c1ccccc1	-4	-20	1	0	-12	1.7	0.6%	0	9
COc1cc(C)ccc1OCCCCNCc1ccccc1	-24	15	-7	14	-2	-0.3	-0.5%	1	2
Cc1ccc(C2C(C=Nc3c(C)n(C)n(-c4ccccc4)c3=O)=C(c3ccccc3)Oc3ccccc32)cc1 (stereo not drawn)	2	2	1	/	-9	/	0.1%	2	1
O=C(Nc1ccc([N+](=O)[O-])cc1)C1CC12CCC2 (stereo not drawn)	4	-57*	-7	3	1	0.7	0.0%	13	2
CCCc1[nH]nc2c1C(c1ccc(O)cc1OCC)C(C#N)=C(N)O2 (stereo not drawn)	-8	-17	-6	5	-8	0.3	0.7%	4	3
CCC(Oc1ccccc1)C(=O)Nc1ccc(S(=O)(=O)Nc2ncccn2)cc1 (stereo not drawn)	2	5	-3	7	-9	-1.1	0.0%	2	-1
O=C(CN1CCOCC1)Nc1ccccc1-c1ccccc1	-7	7	5	-2	2	-0.5	0.0%	2	-3
COC(=O)CCn1nc(-c2ccc(C)cc2)c2ccccc2c1=O	-4	-21	-6	4	-11	-0.5	-1.4%	1	-7
Cc1c(/C=N/NC(=O)c2cccnc2)cc(C#N)n1C	/	/	-4	/	-8	/	0.6%	1	-3

Structures listed so far marked active in D1 antag:
| structure | D2 potentiator | D1 antag | D1 PAM | D2 antagonist | RXFP1 antag | D1 ag | TRHR PAM |
| --- | --- | --- | --- | --- | --- | --- | --- |
| O=C(Nc1ccc([N+](=O)[O-])cc1)C1CC12CCC2 (stereo not drawn) | 4 | -57* | -7 | 3 | 1 | 13 | 2 |

Other entries:
SMILES	D2 potentiator	D1 antag	D1 PAM	D2 antagonist	RXFP1 antag	D2 agonist	RXFP1 agonist	D1 ag	TRHR PAM
COc1ccccc1C(=O)NC(=S)Nc1ccccc1N1CCCC1	-3	11	3	23	/	0.7	0.6%	2	4
CCOC(=O)N1CCN(S(=O)(=O)c2ccc(C(=O)NNc3nc4c(C)cc(C)cc4s3)cc2)CC1	3	45	9	0	5	-0.5	0.1%	-2	6
Cc1nc(N2CCN(C)CC2)c2c(C)c(C(=O)Nc3ccc(C)c(F)c3)sc2n1	-4	12	-2	0	-19	0.7	1.2%	6	-1
O=C1c2ccccc2C(=O)C1Cc1cccc2ccccc12	-1	-17	-7	17	-6	-0.7	-0.7%	1	4
O=C(Nc1ccccc1)c1ccc(Nc2c([N+](=O)[O-])cc([N+](=O)[O-])c3ccccc23)cc1	-3	-3	-5	7	12	-0.3	0.0%	4	-4
N#CC12COC3(CCCCC3C1(C#N)C#N)OC2=N (stereo not drawn)	0	6	2	-3	20	0.5	4.1%	3	-3
CCOC(=O)C(C(=O)OCC)C1OC(=O)c2cc3c(cc21)C(=O)OC3C(C(=O)OCC)C(=O)OCC (stereo not drawn)	7	-7	-2	-4	-11	0.0	1.0%	3	16
COc1ccc(N2CCN(C(=O)c3c(C)oc4ncnc(N5CCCCC5)c34)CC2)cc1	3	1	-1	/	/	/	0.0%	0	-11
CCOC(=O)c1cc(-c2ccccc2)n(CCC(=O)NCCc2cccc(C)c2)c1C	15	8	-6	/	-31	/	-1.4%	11	0
COc1cccc(N2CCN(C(=O)c3cccc(N4C(=O)NC5CC4(C)Oc4c(OC)cccc45)c3)CC2)c1 (stereo not drawn)	13	-8	3	5	-22	-0.3	-0.7%	-1	2
COc1ccc(NC(=O)c2cnc(C)cn2)cc1-n1cnnn1	0	7	-2	3	3	0.3	1.3%	3	-14
CCOC(=O)c1sc2nc(NC(=O)C3CC3)sc2c1C	16	0	/	5	1	0.4	-0.5%	6	-2

The list goes on; it opens with the two that closed the last part.
SMILES	D2 potentiator	D1 antag	D1 PAM	D2 antagonist	RXFP1 antag	D2 agonist	RXFP1 agonist	D1 ag	TRHR PAM
COc1ccc(NC(=O)c2cnc(C)cn2)cc1-n1cnnn1	0	7	-2	3	3	0.3	1.3%	3	-14
CCOC(=O)c1sc2nc(NC(=O)C3CC3)sc2c1C	16	0	/	5	1	0.4	-0.5%	6	-2
Cc1ccc(-n2ncc(C(=O)NCCN3CCN(C)CC3)c2C2CCN(C(=O)OC(C)(C)C)CC2)cc1C	-6	-11	0	/	-17	0.2	1.7%	8	-5
CSc1ccccc1NC(=O)Nc1cccc(Cl)c1C	-10	-5	-7	9	-3	-0.6	-2.1%	-3	-9
CCc1ccc(Nc2nc3ccccc3c3nnc(C)n23)cc1	3	-2	-2	/	-24	-0.3	1.8%	3	0
O=C(NC1CCCCC1)C1CCN(S(=O)(=O)N2CCOCC2)CC1	-11	3	0	-7	-3	0.9	1.6%	0	22
Cc1ccccc1OCCn1c(=O)sc2ccccc21	-3	-13	-20	2	-12	-0.2	1.5%	4	-1
Cc1ccc2nc(CSc3nnc(NC(=O)C(C)C)s3)cc(=O)n2c1	9	8	3	/	-1	0.4	30%	-1	7
CCCCC1CCC(C(=O)N2CC(=O)Nc3ccc(C)cc3C2c2ccc(F)cc2)CC1 (stereo not drawn)	19	-53*	0	/	-37	0.0	-0.4%	5	-6
CC(=O)c1ccc(NC(=O)C2CCCN2S(=O)(=O)c2cccc3cccnc23)cc1 (stereo not drawn)	-4	-7	5	-10	/	0.3	1.9%	0	0
COc1cccc(-c2nnn(CC(C)=O)n2)c1	14	0	4	-13	-12	0.5	-0.3%	2	5
Cc1ccc(OCC(=O)NNC(=O)CSc2ncnc3sc(C)c(C)c23)cc1	-4	-5	-6	-12	0	-0.5	?	1	5
COc1ccc(CCNC(=O)CN2C(=O)CCSc3ccccc32)c(OC)c1	-10	7	-4	-8	8	-0.8	1.8%	2	0
CC1(C)CNC(=O)C=C(c2ccccc2)C1	-3	3	-1	-5	-8	-0.8	-2.2%	1	0
CC(=O)c1c(C)[nH]c(C(=O)OCC(=O)N2c3ccccc3NC(=O)C2(C)C)c1C	-3	3	7	1	-1	0.0	-1.5%	0	1
Cc1c(C(=O)N2CCN(c3ccc(C(F)(F)F)cn3)CC2)oc2ccccc12	17	-7	-4	1	4	0.1	2.8%	2	1
COc1cccc(C(=O)NC(C)c2ccc(Br)cc2)c1 (stereo not drawn)	-2	2	-2	5	6	-0.4	-0.4%	8	-3
Cc1onc(-c2ccccc2)c1C(=O)NC(C)CCc1ccccc1 (stereo not drawn)	16	-6	-3	1	-8	-1.2	1.3%	3	-3
Cc1c(Cc2ccccc2)sc(/N=C/c2ccc3ccccc3c2)c1C(N)=O	0	-9	2	8	-6	1.5	7.3%	1	1
CCc1ccc(C(=O)C(C)OC(=O)CNS(=O)(=O)c2ccc(C)cc2)cc1 (stereo not drawn)	4	5	-3	5	-16	-0.4	2.1%	32*	2
Cc1ccc(C(=O)N/N=C/c2ccc(N3CCOCC3)cc2)c(C)c1	-4	-3	-5	6	-33	0.2	1.2%	3	-9
COc1ccccc1N1CCN(c2csc3ccc(Cl)cc3c2=O)CC1	-20	7	-3	/	-23	/	1.3%	11	6
COc1ccc2cc3cc(C(=O)NCc4ccco4)oc3nc2c1	20	-5	-2	-19	1	-0.9	3.6%	13	-2
O=C(O)c1ccccc1C(=O)N1N=C(c2ccccc2)CC1c1ccccc1O (stereo not drawn)	5	-9	-4	10	3	-0.3	1.7%	1	2
COc1ccc(NS(=O)(=O)c2ccc(OC)c(NC(=O)CCC3CCCCC3)c2)cc1	-7	-35*	-4	0	3	-0.4	-0.3%	5	13
O=C(NCCn1cc(SCc2ccc(Br)cc2)c2ccccc21)c1cccs1	28	9	-4	/	/	-1.0	-1.2%	2	4
Cn1c(=O)c2ccccc2n(Cc2ccccc2Cl)c1=O	7	-24	-4	34*	-24	-1.5	10%	10	-8
Cc1cccc(Nc2nc(N)nc(CCl)n2)c1	3	-4	-2	-3	-17	-1.5	4.8%	2	-6
CN1CCN(c2ccc(C(CC(N)=O)NC(=O)c3ccccc3)cc2[N+](=O)[O-])CC1 (stereo not drawn)	-24	-1	-2	15	/	0.2	-4.6%	0	-4
COc1ccc(O[C@H]2C=C[C@@H](c3ccccc3)O[C@@H]2CO/N=C(\C)CCN2CCc3nc(-c4ccccc4)c(-c4ccccc4)cc3C2)cc1	-1	-6	3	-11	/	1.1	1.1%	0	-4
O=c1[nH]c(SCc2cccc(Cl)c2)nc2ccccc12	-12	2	-6	16	-3	0.6	5.4%	1	-2
c1ccc(C(c2ccccc2)N2CCN(C(c3ccccn3)c3nnnn3C3CCCC3)CC2)cc1 (stereo not drawn)	-1	12	-1	10	-2	-0.1	0.0%	0	-3
CC(Sc1nnc(C(C)N(C)C)n1-c1ccc(Cl)cc1)C(=O)Nc1ccc2c(c1)OCO2 (stereo not drawn)	-2	20	-5	15	4	-0.4	0.8%	0	-4
O=C(NCCS(=O)(=O)N1CCN(Cc2ccccc2)CC1)c1ccc(F)cc1	-5	-17	-9	18	-8	0.2	-0.2%	0	-6
Cc1onc(-c2ccccc2Cl)c1C(=O)N(Cc1ccccc1)C(C)C	9	13	-2	-21	9	-1.2	0.5%	0	-6

Arranged by SMILES length (ascending): some entries from above
SMILES	D2 potentiator	D1 antag	D1 PAM	D2 antagonist	RXFP1 antag	D2 agonist	RXFP1 agonist	D1 ag	TRHR PAM
Cc1ccccc1OCCn1c(=O)sc2ccccc21	-3	-13	-20	2	-12	-0.2	1.5%	4	-1
N#CC12COC3(CCCCC3C1(C#N)C#N)OC2=N (stereo not drawn)	0	6	2	-3	20	0.5	4.1%	3	-3
Cc1onc(-c2ccccc2)c1C(=O)NC(C)CCc1ccccc1 (stereo not drawn)	16	-6	-3	1	-8	-1.2	1.3%	3	-3
